Pf gamet viab = P. falciparum stage V gametocyte viability inhibition; P. falciparum stage V gametocytes, ATP luminescence, 24 h; inhibition, % at 10.9 µM; 0.065% of 150,000 active; AID 743093;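 active = inhibition above the mean plus 3 SD of compounds within the control limits, set per campaign, cut at about 38% in these data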;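 note: 0% = DMSO wells and 100% = medium only without gametocytes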
Bim-Mcl-1 = inhibitors of Bim-Mcl-1 interaction, human; Bead-based flow cytometry, Bim peptide-Mcl-1 binding; inhibition, % at 10 µM; Q07820; 0.1% of 190,000 active; in the data active = inhibition above about 40%;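 note: 0% = no compound tracer wells and 100% = peptide blocker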
Target sequence (Q07820 whole entry, looked up): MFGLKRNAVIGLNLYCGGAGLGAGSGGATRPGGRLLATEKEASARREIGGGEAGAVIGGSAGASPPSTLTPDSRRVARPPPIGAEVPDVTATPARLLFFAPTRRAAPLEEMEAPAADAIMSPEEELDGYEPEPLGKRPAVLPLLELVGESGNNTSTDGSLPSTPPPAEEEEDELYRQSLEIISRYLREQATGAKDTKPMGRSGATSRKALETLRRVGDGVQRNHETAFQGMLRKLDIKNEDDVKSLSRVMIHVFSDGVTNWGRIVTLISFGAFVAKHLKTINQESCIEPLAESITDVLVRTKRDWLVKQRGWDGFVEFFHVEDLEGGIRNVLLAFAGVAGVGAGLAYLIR
RGS4-Gao reg = modulates binding of RGS4 to human Galphao; P09471; Multiplexed bead flow cytometry; actives lie on both sides; binding response (% of control), % at 10 µM; 0.33% of 220,000 active; AID 1415; in the data active = binding response below about 49% or above about 150%; inactive = in between;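 note: fluorescent Galphao activated with aluminum fluoride binding bead-coupled RGS4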
Target sequence (P09471 whole entry, looked up): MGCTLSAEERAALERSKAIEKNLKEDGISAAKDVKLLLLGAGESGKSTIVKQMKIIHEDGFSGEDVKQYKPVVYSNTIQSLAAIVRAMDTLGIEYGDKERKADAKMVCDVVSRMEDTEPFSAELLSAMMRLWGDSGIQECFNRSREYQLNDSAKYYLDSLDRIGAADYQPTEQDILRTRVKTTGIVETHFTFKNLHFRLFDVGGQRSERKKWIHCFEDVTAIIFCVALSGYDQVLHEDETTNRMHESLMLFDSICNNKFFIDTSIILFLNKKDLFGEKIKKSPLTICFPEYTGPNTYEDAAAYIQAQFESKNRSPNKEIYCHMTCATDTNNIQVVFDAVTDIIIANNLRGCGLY
Mcl1 Noxa PPI = disrupts binding of human Mcl-1 to Noxa peptide | Q07820 | TR-FRET Mcl-1/Noxa peptide binding, 2 h | inhibition, % at 21.7 µM | 1.5% of 220,000 active | AID 1022;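 active = compounds that cut the protein-peptide binding signal by more than 50% relative to plate controls in a single-dose test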;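 note: His-tagged Mcl-1 with rhodamine Noxa BH3 peptide and terbium anti-His antibody; 0% = Mcl-1 plus Noxa peptide wells and 100% = peptide-only wells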
Avidin bead fluor = compound fluoresces at 488/530 nm on avidin beads | 0.38% of 220,000 active | fluorescence (KMESF) at 10 µM | compound fluorescence 488/530 nm, flow cytometry; hits give high values; in the data active = fluorescence above about 47; note: inactives centre near 10
RGS8-Gao reg = modulates binding of RGS8 to human Galphao. multiplexed bead flow cytometry; actives lie on both sides. response (percent of control binding), % at 10 µM. P09471. 0.34% of 220,000 active; in the data active = response below about 60% or above about 140%; inactive = in between;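 note: Galphao activated as the GDP aluminium fluoride complex binding bead-coupled RGS8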
ABCG2 block = inhibitors of human ABCG2 transporter, ABCB1 counter-screen | Q9UNQ0 | IgMXP3 cells, JC-1 efflux, flow cytometry | inhibition, % at 6.6 µM | 0.1% of 190,000 active | AID 1325;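 active = inhibition above 80%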;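 note: 0% = DMSO and 100% = nicardipine control wells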
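Test system: IgMXP3 cells (ABCG2) mixed with DDAO far-red-labelled CCRF-Adr cells (ABCB1). Reagent: JC-1 transporter substrate. Compound dosing: single test compound dose, 6.6 µM final. Times: 10 min compound exposure, 25 °C. Detection: flow cytometry of retained JC-1 fluorescence. Read-out basis: efflux inhibition in percent versus controls. Controls: nicardipine and DMSO wells.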
ABCB1 block = inhibitors of human ABCB1 transporter, ABCG2 counter-screen; CCRF-Adr cells, JC-1 efflux, flow cytometry; inhibition, % at 6.6 µM; 0.067% of 190,000 active; AID 1326; in the data active = inhibition above about 40%;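 note: 0% = vehicle and 100% = reference inhibitor; higher value means more JC-1 retained so stronger ABCB1 efflux block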
GSH fluor = compound fluoresces at 488/530 nm on GSH beads; 0.25% of 190,000 active; GSH beads flow cytometry, compound fluorescence 488/530 nm; hits give high values; fluorescence (KMESF) at 10 µM; in the data active = fluorescence above about 89;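 note: glutathione beads carrying GST-tagged Bcl family fusion proteins plus one bare bead set; values are compound well signal with DMSO vehicle wells as background; inactives centre near 16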
Mcl1-Bid inh = Mcl-1/Bid interaction inhibition; Q07820; TR-FRET Mcl-1/Bid-Dy647 peptide binding, 1536-well; inhibition, % at 21.7 µM; 0.97% of 220,000 active;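 active = compounds that cut the binding signal by more than half at the single screening dose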;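 note: His-tagged Mcl-1 with europium anti-His antibody binding Bid BH3 peptide; 0% = Mcl-1 plus peptide wells and 100% = peptide-only wells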
RGS7-Gao = modulates binding of RGS7 to human Galphao; binding response (% of control), % at 10 µM; P09471; Multiplexed bead flow cytometry; actives lie on both sides; 0.35% of 220,000 active; in the data active = binding response below about 49% or above about 150%; inconclusive = no clear call, values can overlap the other calls; inactive = in between;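 note: fluorescent Galphao held in activated GDP-AlF4 state binding bead-coupled RGS7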
Active calls of the source: *.

What do the screens show for `CCOC(=O)c1cnc2ccc(C(=O)OC)cc2c1NCCc1ccc(OC)c(OC)c1`?
Pf gamet viab: -5.5; Bim-Mcl-1: -3.0; RGS4-Gao reg: 98.2; Mcl1 Noxa PPI: 18.0; Avidin bead fluor: 12; RGS8-Gao reg: 104.8; ABCG2 block: 5.4; ABCB1 block: 5.7; GSH fluor: 15; Mcl1-Bid inh: -6.9; RGS7-Gao: 96.2

How did CCn1cc(C(=O)NCCCOC(C)C)c2cc(OC)c(OC)cc2c1=O do in these assays?
Pf gamet viab: -24.5; Bim-Mcl-1: -1.0; RGS4-Gao reg: 92.9; Mcl1 Noxa PPI: 19.2; Avidin bead fluor: 22; RGS8-Gao reg: 97.0; ABCG2 block: 2.5; ABCB1 block: 0.8; GSH fluor: 22; Mcl1-Bid inh: 2.1; RGS7-Gao: 106.4

Results for CCOC(=O)c1cnc2nc(N3CCOCC3)nn2c1N ?
Pf gamet viab: -5.8; Bim-Mcl-1: 0.0; RGS4-Gao reg: 102.6; Mcl1 Noxa PPI: -11.0; Avidin bead fluor: 14; RGS8-Gao reg: 101.7; ABCG2 block: 11.4; ABCB1 block: 0.5; GSH fluor: 10; Mcl1-Bid inh: -7.3; RGS7-Gao: 99.8

How did O=C1NC[C@@H](Cc2cccc3ccccc23)N(CCc2cc(C(F)(F)F)cc(C(F)(F)F)c2)C1=O do in these assays?
RGS4-Gao reg: 107.0; Mcl1 Noxa PPI: 4.9; RGS8-Gao reg: 102.1; Mcl1-Bid inh: -15.2; RGS7-Gao: inconclusive

Results for CCSc1ncnc2c1oc1ccccc12 ?
Pf gamet viab: 6.5; Bim-Mcl-1: 1.0; RGS4-Gao reg: 99.6; Mcl1 Noxa PPI: -10.6; Avidin bead fluor: 12; RGS8-Gao reg: 102.1; ABCG2 block: 2.1; ABCB1 block: 0.1; GSH fluor: 50; Mcl1-Bid inh: -11.9; RGS7-Gao: 100.2

How did Cc1ccc(NC(=O)c2c(-c3ccccc3Cl)noc2C)nc1 do in these assays?
Pf gamet viab: -9.6; RGS4-Gao reg: 98.2; Mcl1 Noxa PPI: 5.9; Avidin bead fluor: 9; RGS8-Gao reg: 100.5; Mcl1-Bid inh: 0.9; RGS7-Gao: inconclusive

How did COc1cc(-c2cc(C(=O)NCCc3ccc(S(N)(=O)=O)cc3)c3ccccc3n2)cc(OC)c1OC do in these assays?
Pf gamet viab: -2.4; RGS4-Gao reg: 98.0; Mcl1 Noxa PPI: 19.5; Avidin bead fluor: 5; RGS8-Gao reg: 99.3; Mcl1-Bid inh: -9.0; RGS7-Gao: inconclusive

What do the screens show for `CCCC(=O)n1nc(-c2cccnc2)nc1NCc1ccc(OC)cc1`?
Pf gamet viab: 9.9; Bim-Mcl-1: -2.0; RGS4-Gao reg: 98.1; Mcl1 Noxa PPI: 5.9; Avidin bead fluor: 9; RGS8-Gao reg: 98.2; ABCG2 block: 2.0; ABCB1 block: 0.1; GSH fluor: 11; Mcl1-Bid inh: -4.0; RGS7-Gao: 97.5

How did COc1ccc(-n2c(-c3ccco3)nc3c(cnn3-c3ccc(C)cc3)c2=O)cc1 do in these assays?
Pf gamet viab: -15.4; RGS4-Gao reg: 101.4; Mcl1 Noxa PPI: 0.1; Avidin bead fluor: 6; RGS8-Gao reg: 102.0; Mcl1-Bid inh: -3.7; RGS7-Gao: inconclusive

Results for Cn1c(CC(=O)Nc2ccccc2)nnc1SCCOc1ccccc1 ?
Pf gamet viab: 17.1; Bim-Mcl-1: -2.0; RGS4-Gao reg: 99.2; Mcl1 Noxa PPI: -3.5; Avidin bead fluor: 29; RGS8-Gao reg: 99.4; ABCG2 block: 1.8; ABCB1 block: 0.2; GSH fluor: 18; Mcl1-Bid inh: -2.0; RGS7-Gao: 97.4

What do the screens show for `Cc1ccc(CSc2ncnc3onc(C)c23)cc1`?
Pf gamet viab: 6.8; RGS4-Gao reg: 110.5; Mcl1 Noxa PPI: -0.2; Avidin bead fluor: 8; RGS8-Gao reg: 103.1; Mcl1-Bid inh: -3.8; RGS7-Gao: inconclusive

What do the screens show for `c1ccc(CN2CCC(=NNc3nc4ccccc4[nH]3)CC2)cc1`?
Pf gamet viab: -6.4; Bim-Mcl-1: 0.0; RGS4-Gao reg: 103.3; Mcl1 Noxa PPI: 13.2; Avidin bead fluor: 25; RGS8-Gao reg: 99.7; ABCG2 block: 0.5; ABCB1 block: -0.1; GSH fluor: 18; Mcl1-Bid inh: -33.7; RGS7-Gao: 97.1

How did CCCCc1nnc2c(N(C)S(=O)(=O)c3ccccc3)nc3ccccc3n12 do in these assays?
Pf gamet viab: 1.4; RGS4-Gao reg: 100.2; Mcl1 Noxa PPI: 19.1; Avidin bead fluor: 6; RGS8-Gao reg: 102.3; Mcl1-Bid inh: 55.1*; RGS7-Gao: inconclusive

What do the screens show for `COc1ccc(/C(N)=N/O)cc1O`?
Bim-Mcl-1: 0.0; RGS4-Gao reg: 107.8; Mcl1 Noxa PPI: 5.6; Avidin bead fluor: 13; RGS8-Gao reg: 105.6; ABCG2 block: -0.7; ABCB1 block: -0.2; GSH fluor: 6; Mcl1-Bid inh: -49.1; RGS7-Gao: 103.5

Results for O=C(NC1CCCC1)c1cccc(Cl)c1 ?
Pf gamet viab: -18.2; Bim-Mcl-1: 1.0; RGS4-Gao reg: 99.7; Mcl1 Noxa PPI: 5.5; Avidin bead fluor: 6; RGS8-Gao reg: 99.9; ABCG2 block: 1.1; ABCB1 block: -0.5; GSH fluor: 10; Mcl1-Bid inh: -1.1; RGS7-Gao: 106.5

What do the screens show for `N#Cc1c(-c2ccccc2F)cc(C2CC2)nc1SCC(=O)c1cccs1`?
Bim-Mcl-1: -4.0; RGS4-Gao reg: 101.1; Mcl1 Noxa PPI: -23.1; Avidin bead fluor: 10; RGS8-Gao reg: 100.3; ABCG2 block: 9.7; ABCB1 block: 0.1; GSH fluor: 11; Mcl1-Bid inh: -25.4; RGS7-Gao: 97.3

Results for Cc1ccc(C(=O)N2CC(=O)Nc3ccccc32)o1 ?
Pf gamet viab: -16.7; Bim-Mcl-1: -3.0; RGS4-Gao reg: 102.7; Mcl1 Noxa PPI: 12.8; Avidin bead fluor: 16; RGS8-Gao reg: 102.2; ABCG2 block: 3.1; ABCB1 block: -0.1; GSH fluor: 11; Mcl1-Bid inh: -3.7; RGS7-Gao: 103.2

Results for CN(CC(=O)NCCc1ccccc1)S(=O)(=O)c1cnc[nH]1 ?
Bim-Mcl-1: -3.0; RGS4-Gao reg: 90.8; Mcl1 Noxa PPI: 13.5; Avidin bead fluor: 10; RGS8-Gao reg: 86.0; ABCG2 block: 14.4; ABCB1 block: 0.4; GSH fluor: 4; Mcl1-Bid inh: -10.0; RGS7-Gao: 92.8

How did Cc1cc(C)n(-c2nnc(C)n2/N=C/c2ccccc2O)n1 do in these assays?
Bim-Mcl-1: 0.0; RGS4-Gao reg: 100.8; Mcl1 Noxa PPI: -0.2; Avidin bead fluor: 12; RGS8-Gao reg: 98.7; ABCG2 block: 1.6; ABCB1 block: 0.2; GSH fluor: 75; Mcl1-Bid inh: -32.3; RGS7-Gao: 101.9

What do the screens show for `CCOC(=O)Cn1c(CN2CCc3ccccc3C2)nc2c1c(=O)n(C)c(=O)n2C`?
Bim-Mcl-1: -3.0; RGS4-Gao reg: 101.9; Mcl1 Noxa PPI: 11.2; Avidin bead fluor: 24; RGS8-Gao reg: 100.6; ABCG2 block: 4.1; ABCB1 block: 1.2; GSH fluor: 14; Mcl1-Bid inh: -16.3; RGS7-Gao: 103.2

How did O=C(COC(=O)C1CCC(=O)N1)Nc1ccccc1Br (centres undefined) do in these assays?
Pf gamet viab: 0.0; Bim-Mcl-1: 0.0; RGS4-Gao reg: 102.8; Mcl1 Noxa PPI: 8.9; Avidin bead fluor: 18; RGS8-Gao reg: 96.6; ABCG2 block: 3.7; ABCB1 block: 1.1; GSH fluor: 21; Mcl1-Bid inh: -1.3; RGS7-Gao: 101.0

Results for Brc1ccc(OCc2cn3ccccc3n2)cc1 ?
Pf gamet viab: -23.8; Bim-Mcl-1: 0.0; RGS4-Gao reg: 99.0; Mcl1 Noxa PPI: 13.8; Avidin bead fluor: 11; RGS8-Gao reg: 99.7; ABCG2 block: 14.3; ABCB1 block: 0.7; GSH fluor: 13; Mcl1-Bid inh: -17.9; RGS7-Gao: 100.2

What do the screens show for `CCCCOc1ccc(-c2nnn(CC(=O)NCCc3c[nH]c4ccccc34)n2)cc1`?
Bim-Mcl-1: -1.0; RGS4-Gao reg: 102.0; Mcl1 Noxa PPI: -6.2; Avidin bead fluor: 12; RGS8-Gao reg: 103.5; ABCG2 block: 0.3; ABCB1 block: -0.2; GSH fluor: 27; Mcl1-Bid inh: -31.9; RGS7-Gao: 102.8

How did CC(C)(C)NS(=O)(=O)c1ccc(NS(C)(=O)=O)cc1 do in these assays?
Bim-Mcl-1: -1.0; RGS4-Gao reg: 96.1; Mcl1 Noxa PPI: -18.5; Avidin bead fluor: 20; RGS8-Gao reg: 102.2; ABCG2 block: 1.6; ABCB1 block: 0.3; GSH fluor: 10; Mcl1-Bid inh: -26.1; RGS7-Gao: 98.7

Results for CCOc1ccccc1N1CCN(C(=O)Nc2cccc(Cl)c2)CC1 ?
Pf gamet viab: 28.4; Bim-Mcl-1: 1.0; RGS4-Gao reg: 100.9; Mcl1 Noxa PPI: -15.6; Avidin bead fluor: 36; RGS8-Gao reg: 105.2; ABCG2 block: 2.1; ABCB1 block: 0.2; GSH fluor: 12; Mcl1-Bid inh: -13.8; RGS7-Gao: 104.8

How did O=C(c1cc([N+](=O)[O-])ccc1N1CCCCC1)N1CCCCC1 do in these assays?
Pf gamet viab: 1.8; Bim-Mcl-1: -3.0; RGS4-Gao reg: 108.8; Mcl1 Noxa PPI: 3.1; Avidin bead fluor: 10; RGS8-Gao reg: 102.0; ABCG2 block: 0.6; ABCB1 block: 0.1; GSH fluor: 22; Mcl1-Bid inh: -33.3; RGS7-Gao: 100.3

Results for O=C(CCc1nnc(CCCCc2ccccc2)o1)NCc1cc(F)ccc1F ?
Bim-Mcl-1: 0.0; RGS4-Gao reg: 98.7; Mcl1 Noxa PPI: 13.7; Avidin bead fluor: 11; RGS8-Gao reg: 97.0; ABCG2 block: 0.0; ABCB1 block: 0.1; GSH fluor: 14; Mcl1-Bid inh: 19.7; RGS7-Gao: 94.8

What do the screens show for `C=CCN=C1CCCc2c1[nH]c1ccc(C)cc21`?
Pf gamet viab: -17.9; Bim-Mcl-1: -2.0; RGS4-Gao reg: 100.8; Mcl1 Noxa PPI: 22.6; Avidin bead fluor: 17; RGS8-Gao reg: 99.9; ABCG2 block: 3.8; ABCB1 block: 0.3; GSH fluor: 16; Mcl1-Bid inh: 4.4; RGS7-Gao: 99.4

Source: PubChem (several laboratories)
